# Screening data from PubChem.
# GPR55 LPI antagonism – GPR55 antagonists blocking LPI-driven arrestin recruitment, primary screen, imaging, U2OS, beta-arrestin-GFP, LPI agonist (AID 2013); U2OS GPR55 beta-arrestin-GFP translocation imaging, LPI antagonism; higher % means a stronger effect; 0.13% of 290,000 active; inhibition, % at 10 µM; hits with a dose series show IC50 in µM;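 active = spots per cell inhibited over 60%, with over 100 cells counted and total cytoplasm intensity under 500,000; inconclusive = wells with under 100 cells, flagged as likely toxic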;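 also: U2OS cells stably carrying GPR55 and arrestin-GFP stimulated by 5 µM LPI near EC80; imaged beta-arrestin-GFP aggregate spots per cell after agonist stimulation; plate controls were LPI-stimulated DMSO wells for no effect and DMSO wells without LPI for full effect; some results filed as inactive read as strong as hits; confirmed hits need IC50 under 10 µM and bright autofluorescent wells are also inconclusive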
# Yfh1-off respiration – enhancers of respiration in Yfh1-depleted yeast, dose response, Friedreich's ataxia, plus single-dose screen (AID 1465). fold induction at 50 µM; hits with a dose series show EC50 in µM. S. cerevisiae Yfh1-off respiration, WST-1 reduction, 72 h; higher fold induction means a stronger effect. 0.074% of 220,000 active;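 active = fold induction of absorbance versus untreated yeast above a set limit, then at least 30% activation at any dose in follow-up; inconclusive = repeats straddling the limit, or above it without dose testing; inactive = fold induction below the set limit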;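 also: activators that raise dye reduction in frataxin-depleted yeast; strong numbers were not always called active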
# NTR1 agonist – NTR1-driven beta-arrestin-GFP spot formation – imaging, U2OS cells, high content, primary screen (AID 493036); agonist mode; activation, % at 20 µM; 0.17% of 330,000 active;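 active = activation at or above 40% of the spot to cytoplasm intensity ratio, with at least 20 cells analyzed; inconclusive = wells under 20 cells, flagged as cytotoxic or low count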;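 also: 0% = DMSO without peptide and 100% = 100 nM NTR1 peptide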
# Target sequence (P30989 whole entry, looked up): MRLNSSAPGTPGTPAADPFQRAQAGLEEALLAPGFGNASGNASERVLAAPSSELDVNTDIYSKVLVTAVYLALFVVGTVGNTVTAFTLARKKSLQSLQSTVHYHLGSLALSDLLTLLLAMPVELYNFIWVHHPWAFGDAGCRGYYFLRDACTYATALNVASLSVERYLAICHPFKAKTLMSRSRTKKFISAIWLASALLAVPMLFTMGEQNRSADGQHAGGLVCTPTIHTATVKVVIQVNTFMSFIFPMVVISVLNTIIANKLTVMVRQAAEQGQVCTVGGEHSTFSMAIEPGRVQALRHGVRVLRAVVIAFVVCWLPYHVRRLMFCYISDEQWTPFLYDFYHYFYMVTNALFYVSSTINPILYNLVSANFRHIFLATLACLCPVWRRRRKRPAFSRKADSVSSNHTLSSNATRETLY
# GPR35 arrestin U2OS – GPR35 antagonists blocking zaprinast-driven arrestin recruitment, primary screen, imaging, U2OS, beta-arrestin-GFP, zaprinast agonist (AID 2058). U2OS GPR35 beta-arrestin-GFP translocation imaging, zaprinast antagonism; higher % means a stronger effect. 0.052% of 290,000 active. inhibition, % at 10 µM; hits with a dose series show IC50 in µM;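 active = inhibition of at least 50% with at least 30 cells and total cytoplasm GFP at most 10,000,000; inconclusive = under 30 cells or total GFP of 10,000,000 plus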
# GPR55 beta-arrestin – GPR55 agonists via beta-arrestin recruitment, primary screen, imaging, U2OS cells, beta-arrestin-GFP redistribution (AID 1961). U2OS GPR55 beta-arrestin-GFP redistribution imaging; higher % means a stronger effect. one-dose activation, % at 10 µM; EC50 in µM for titrated hits. 0.048% of 290,000 active;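 active = activation above 40% with more than 50 cells counted in the well; inconclusive = wells holding fewer than 50 cells, flagged as toxic or sparse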;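 also: U2OS osteosarcoma cells stably expressing GPR55 and beta-arrestin-GFP; plate controls were DMSO negative control for no effect and LPI positive control for full effect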
# Dengue-2 NS5 capping – Dengue-2 NS5 methyltransferase inhibitors, primary screen, biochemical, confirmation dose response (AID 588689); Dengue-2 NS5 methyltransferase capping enzyme assay, biochemical; higher % means a stronger effect; 0.3% of 340,000 active; inhibition, % at 25 µM, or IC50 in µM where a hit was titrated; in the data active = a potency from the dose series; inconclusive = inhibition above about 29% without an active follow-up result
# SV40 large T antigen – SV40 large T antigen inhibitors, biochemical (AID 1903); SV40 large T antigen ATPase/helicase inhibition assay; higher % means a stronger effect; inhibition, % at 20 µM, or IC50 in µM where a hit was titrated; 0.39% of 310,000 active; in the data active = a potency from the dose series; inconclusive = inhibition mostly from about 32% at the one dose, without a potency; inactive = the rest, 99 in 100 with inhibition below about 32%; also: strong numbers were not always called active
# Rac1 GTP hydrolysis – MgcRacGAP GTPase-activating activity inhibitors, confirmation, biochemical, ADP Hunter fluorescence. MgcRacGAP-stimulated Rac1 GTP hydrolysis, ADP Hunter fluorescence; higher % means a stronger effect; GST-tagged Rac1 F28L mutant substrate. one-dose inhibition, % at 30 µM; IC50 in µM for titrated hits. 0.6% of 340,000 active. AID 624330;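 active = first-screen hits whose inhibition reached a set limit at any dose in the follow-up dose series; inconclusive = inhibition above the set first-screen limit but never retested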;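 also: fluorescence reports GDP produced by GAP-driven GTP hydrolysis; strong numbers were not always called active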
# AID2073 – inhibitors of Mint1-CaV2.2 protein interaction, biochemical, HTRF (AID 2073); HTRF protein-protein interaction, Mint1-CaV2.2; higher % means a stronger effect; inhibition, % at 20 µM; hits with a dose series show IC50 in µM; 0.19% of 290,000 active; in the data active = inhibition mostly above about 51%, no sharp cut-off; inconclusive = no clear call, values can overlap the other calls; inactive = mostly below about 53%; also: some results filed as inactive read as strong as hits
# NTR1 agonist cell count 20 µM – also measured in NTR1 agonist; calls as there; cell count; measured here: cell count, cytotoxicity flag
# Dengue-2 NS5 capping pilot replicate – recorded beside Dengue-2 NS5 capping, whose call it bears; inhibition, %; measured here: pilot screen replicate inhibition
# The depositor's hits bear a star; i = inactive; ? = inconclusive; . = not tested or not shown.
SMILES,GPR55 LPI antagonism,Yfh1-off respiration,NTR1 agonist,NTR1 agonist cell count 20 µM,GPR35 arrestin U2OS,GPR55 beta-arrestin,Dengue-2 NS5 capping,SV40 large T antigen,Rac1 GTP hydrolysis,AID2073,others
COC(=O)C1=C(C)N(CCCC(=O)O)C(=O)NC1c1ccc(C(F)(F)F)cc1 (stereo unspecified),4%,.,7.8,92,13%,-0.2%,-6%,21%,4%,4%,
O=C(Cc1ccc(NC2=NC3CS(=O)(=O)CC3S2)cc1)NCCc1ccccc1 (stereo unspecified),10%,.,0.3,56,-4%,-0.1%,3%,4%,2%,-2%,
O=c1sc2ccccc2c(N2CCOCC2)c1[N+](=O)[O-],7%,.,0.0,55,-6%,0.5%,-3%,4%,17%,-11%,
O=C(Nc1cccc2ccccc12)c1ccc([N+](=O)[O-])s1,3%,i,-0.4,85,-11%,0.4%,-1%,1%,6%,1%,
CCc1noc(N)c1C(=O)Nc1ccc(Cl)cc1,-13%,.,-0.4,63,12%,-0.2%,1%,7%,11%,0%,
COc1ccccc1N1CCN(c2ncnc3sc(C(=O)NCC4CCCO4)c(C)c23)CC1 (stereo unspecified),8%,.,2.0,62,16%,0.3%,-6%,12%,11%,2%,
Cc1ccc(NC(=O)CNc2ccccc2CN(C)C2CCCCC2)cc1,17%,i,0.1,48,-2%,-0.7%,-9%,-1%,-5%,-3%,
CCOC(CCc1c(C)nc(NC(C)=O)[nH]c1=O)OCC,18%,i,.,.,2%,-0.1%,-1%,-1%,2%,6%,
NNC(=O)C=C1CCN(c2ncc(C(F)(F)F)cc2Cl)CC1,-1%,i,1.1,58,3%,0.3%,-4%,-1%,0%,3%,
CCNC(=S)NNC(=O)c1ccoc1C,4%,i,-3.5,16,-20%,-0.1%,-7%,9%,1%,-25%,
C/C(=N\NC(=O)c1ccc(Cn2cc(Br)cn2)o1)c1cccc(NC(=O)C(C)(C)C)c1,96%,i,7.4,67,10%,0.1%,1%,8%,5%,4%,
O=C(c1cccs1)N1N=C(c2ccc(O)cc2)CC1c1ccccc1 (stereo unspecified),4%,i,8.0,40,0%,0.0%,-2%,6%,13%,1%,
O=C(c1ccc(F)cc1)c1cn(Cc2ccc(F)cc2)c2cc3c(cc2c1=O)OCCO3,20%,.,-2.1,47,-18%,-0.2%,-1%,13%,15%,42%,
CC1Cc2nc(SCC(=O)Nc3ccccc3F)n(C)c(=O)c2S1 (stereo unspecified),10%,i,0.1,44,-9%,-0.5%,-5%,4%,9%,1%,
Cc1cccc(C(C)n2nnc3ccccc32)c1O (stereo unspecified),.,.,0.3,43,.,.,3%,7%,7%,.,
CC12CCC(C(=O)N3CCN(C(c4ccccc4)c4ccccc4)CC3)(OC1=O)C2(C)C (stereo unspecified),12%,i,6.9,75,-6%,0.0%,-8%,1%,-1%,-4%,
Cc1nc2[nH]c(=S)n(C)c(=O)c2nc1C,0%,i,-0.8,60,9%,?,-3%,20%,9%,-7%,
CCOC(=O)C1(Cc2ccc(Cl)cc2)CCN(CCCn2cccn2)CC1,-19%,i,0.2,42,-1%,-0.1%,-6%,18%,4%,-2%,
Cc1ccc(-c2nc3ccccc3[nH]2)cc1N,-7%,i,-1.0,62,6%,-0.1%,0%,11%,12%,14%,
O=C(CCN1CCN(Cc2ccccc2)CC1)NNC(=O)Nc1cccc(C(F)(F)F)c1,8%,.,-0.5,56,-1%,-0.1%,-2%,26%,8%,-1%,
CSc1ccccc1NC(=O)CN(C1CCCCC1)S(C)(=O)=O,4%,i,1.5,80,6%,0.2%,5%,9%,7%,18%,Dengue-2 NS5 capping pilot replicate=-2.7
COCCN(C(=O)COC(=O)CCC(=O)c1ccc(Cl)cc1)c1c(N)n(Cc2ccccc2)c(=O)[nH]c1=O,14%,.,-0.7,57,3%,-0.2%,1%,13%,7%,7%,
CC(=O)Nc1ccc(S(=O)(=O)Oc2ccc(Br)cc2C(=S)N2CCOCC2)cc1,-11%,.,1.3,60,6%,0.0%,-1%,12%,5%,-12%,
Cc1ccc2cc(CCNC(=O)CC(C)(C)C)c(=O)[nH]c2c1C,-6%,i,-3.3,101,-5%,-0.1%,-3%,0%,-1%,8%,
Cc1ccc(S(=O)(=O)N2CCN(C(=O)CSc3nncs3)CC2)cc1,5%,i,0.5,54,10%,-0.2%,-5%,16%,9%,-3%,

# (cont.)
SMILES,GPR55 LPI antagonism,Yfh1-off respiration,NTR1 agonist,NTR1 agonist cell count 20 µM,GPR35 arrestin U2OS,GPR55 beta-arrestin,Dengue-2 NS5 capping,SV40 large T antigen,Rac1 GTP hydrolysis,AID2073,others
CC(C)N1CCN(Cc2cccc(-c3ccco3)c2)CC1CCO (stereo unspecified),10%,i,0.0,74,13%,0.0%,-8%,13%,7%,18%,
COc1cc(/C=C2\SC(=O)N(c3ccc(O)cc3)C2=O)cc(OC)c1OC,4%,i,2.2,45,-21%,-0.3%,5%,11%,10%,-4%,
Cc1cc(C(=O)COC(=O)c2ccc3c(c2)NC(=O)CS3)c(C)n1CCc1ccc(Cl)cc1,5%,i,2.1,31,-14%,-0.1%,0%,12%,2%,24%,
CCSc1ccccc1C(=O)Nc1nc2ccccc2c(=O)[nH]1,-6%,i,2.7,24,-3%,-0.2%,-4%,2%,3%,5%,
CCOC(=O)c1c(C)[nH]c(C2=NNC(=Nc3ccccc3OC)SC2)c1C,-34%,i,9.0,36,-6%,0.3%,-4%,18%,0%,-14%,
N#C/C(=C\c1ccc(O)cc1)C(=O)N1CCCC1,0%,i,0.3,60,6%,-0.2%,0%,26%,22%,-7%,
CCn1nc(NC(=O)C2CCCO2)c2cc3cc(C)ccc3nc21 (stereo unspecified),6%,i,0.6,90,-6%,0.4%,-10%,-2%,8%,17%,
CC(C)OC(=O)C(C#N)c1nc2ccccc2nc1N1CCN(Cc2ccccc2)CC1 (stereo unspecified),7%,i,12,40,13%,0.9%,?,4%,6%,-11%,
c1cncc(N=c2scc(-c3cccc4ccccc34)n2CCCn2ccnc2)c1,2%,i,4.1,68,19%,-0.1%,0%,6%,4%,-20%,
COc1ccc(-c2csc(N3CCN(c4cc5c(cc4Cl)nc(-c4ccncc4)n5CCOCCO)CC3)n2)cc1,-4%,.,-1.2,94,4%,-0.3%,-15%,17%,-3%,46%,
Cc1csc(N2CCCC2c2nc3cc(Cl)c(N4CCCCC4)cc3n2CCOCCO)n1 (stereo unspecified),.,i,2.0,99,.,.,0%,18%,10%,.,
COC(=O)c1cc(S(=O)(=O)Nc2nn(C)c3ccccc23)oc1C,0%,i,2.4,46,0%,-0.2%,0%,13%,12%,3%,
CS(=O)(=O)c1nc(S(=O)(=O)c2ccc(Cl)cc2)c(N2CCC(C(N)=O)CC2)s1,5%,.,0.1,76,9%,-0.1%,-11%,11%,9%,-3%,
O=c1[nH]c(CSc2cccc[n+]2[O-])nc2ccccc12,-1%,i,1.2,54,-11%,-0.1%,-8%,16%,-8%,-2%,
Cc1ccc(NNC(=O)c2snnc2C)cc1Cl,8%,i,0.1,47,2%,-0.1%,12%,24%,7%,-4%,
COC(=O)C1=C(C)N(Cc2ccccc2)C(=O)N[C@H]1c1cccc(C(F)(F)F)c1,7%,i,-1.7,77,0%,0.5%,0%,10%,1%,-4%,
CC(=O)n1cc([C@H]2C=C(C(=O)O)O[C@@H](OCCCCO)C2)c2ccccc21,-5%,i,0.8,95,9%,0.1%,-4%,14%,-3%,-2%,
CC(C)c1nc(SCC(=O)c2ccc(F)cc2)c2ccccc2n1,-8%,i,4.9,25,-2%,0.0%,14%,12%,6%,20%,
O=C(OCC(=O)N1CCCC1)c1ccc(OC(F)(F)F)cc1,0%,i,-0.3,40,-8%,-0.2%,-16%,10%,4%,2%,
COC(=O)c1ccc(COC(=O)C2CCN(S(=O)(=O)c3c(Cl)cccc3Cl)CC2)o1,.,.,0.9,70,.,.,9%,21%,5%,.,
O=C(/C=C/c1ccccc1Cl)N1CCCN(C(=O)/C=C/c2ccccc2Cl)CC1,6%,i,-0.3,30,-5%,-0.3%,-7%,10%,-8%,0%,
CCCN1C(=O)N(C)C(N(O)C(=O)NC)C1(C)C (stereo unspecified),8%,i,0.2,51,3%,-0.1%,7%,2%,6%,-7%,
CN(CC(=O)Nc1ccccc1Br)C(=O)CNC(=O)c1ccco1,.,.,1.6,69,.,.,1%,20%,3%,.,
COc1ccc(C)cc1S(=O)(=O)Nc1cc2c3c(c1)CCC(=O)N3CCC2,.,.,-1.6,52,.,.,2%,23%,5%,.,
Cc1ccc(CSCCNC(=O)CN2C(=O)c3ccccc3S2(=O)=O)cc1,-7%,i,0.5,57,3%,0.4%,-1%,13%,1%,-4%,

# Following part.
SMILES,GPR55 LPI antagonism,Yfh1-off respiration,NTR1 agonist,NTR1 agonist cell count 20 µM,GPR35 arrestin U2OS,GPR55 beta-arrestin,Dengue-2 NS5 capping,SV40 large T antigen,Rac1 GTP hydrolysis,AID2073,others
CCOC(=O)c1nnn2c1nc(N1CCN(C)CC1)c1ccccc12,-4%,i,-0.8,44,-8%,-0.1%,-4%,7%,15%,10%,
O=C(C#Cc1ccccc1)Nc1ccccc1F,8%,.,-1.7,46,0%,-0.2%,2%,11%,7%,20%,
CCS(=O)(=O)N1CCCC(C(=O)NC2CCCCC2)C1 (stereo unspecified),17%,i,-0.5,49,3%,-0.3%,1%,-9%,11%,2%,
CCC/C=N/NC(=O)C1COc2ccccc2O1 (stereo unspecified),3%,i,4.6,61,-8%,-0.6%,-7%,-5%,4%,-4%,
CC(=O)NCCC(=O)Nc1cc(S(=O)(=O)N2CCOCC2)ccc1Oc1ccccc1,2%,.,1.6,69,-6%,0.2%,-3%,14%,0%,-2%,
CCOC(=O)c1c(-c2ccc(-c3ccccc3)cc2)csc1NC(=O)c1cccc(N2C(=O)CCC2=O)c1,-5%,i,4.5,47,-20%,-0.1%,4%,3%,-8%,22%,
COc1ccc(CNC(=O)CNS(=O)(=O)c2cccs2)cc1,4%,.,0.1,56,-8%,0.2%,-10%,8%,4%,3%,
O=C(OCC(=O)N1c2ccccc2Sc2ccccc21)c1ccc[n+]([O-])c1,4%,i,0.0,36,14%,0.6%,0%,6%,8%,16%,
